RGS4 inh: human RGS4 inhibition; P49798; Transcreener GDP fluorescence polarization, RGS4-accelerated GTP hydrolysis; Potency, µM (titrated, usually from 114 µM), inactives show top-dose activity change, negative = inhibition, actives largely listed as inhibitors; hit rate 0.039% among 390,000; AID 504845; also: potency is read from the fitted curve at half-maximal effect; % is scaled to controls: 0 for no effect and ±100 for the full control effect; nearly all actives have a fitted effect of over 75% in size; some results filed as inactive show a strong effect at the top dose
Target sequence (P49798 whole entry, looked up): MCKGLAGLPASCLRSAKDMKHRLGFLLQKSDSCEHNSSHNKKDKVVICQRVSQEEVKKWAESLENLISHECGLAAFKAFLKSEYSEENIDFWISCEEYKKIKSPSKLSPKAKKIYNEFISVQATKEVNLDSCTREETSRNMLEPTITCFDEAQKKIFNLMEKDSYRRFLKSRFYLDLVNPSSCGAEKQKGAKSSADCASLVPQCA
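MLSMR compounds (23 nl, pin-transferred) preincubated 10 min at room temperature with a 500nM (2x) first reagent, then RGS4 at 900nM (2x) plus Transcreener GDP mix added; fluorescence polarization (620/688 nm) read before and after 90 min at 30 °C.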
TrxR1 substrate: substrates of rat thioredoxin reductase 1; Potency, µM (doses to about 114 µM), inactives show at the highest dose activity change, negative = substrate turnover; AID 588456; hit rate 0.01% among 390,000; purified TrxR1 substrate turnover, NADPH consumption readout; O89049; also: potency is read from the fitted curve at half-maximal effect; % is scaled to controls: 0 for no effect and ±100 for the full control effect; nearly all actives have a fitted effect of over 50% in size
Target sequence (O89049 whole entry, looked up): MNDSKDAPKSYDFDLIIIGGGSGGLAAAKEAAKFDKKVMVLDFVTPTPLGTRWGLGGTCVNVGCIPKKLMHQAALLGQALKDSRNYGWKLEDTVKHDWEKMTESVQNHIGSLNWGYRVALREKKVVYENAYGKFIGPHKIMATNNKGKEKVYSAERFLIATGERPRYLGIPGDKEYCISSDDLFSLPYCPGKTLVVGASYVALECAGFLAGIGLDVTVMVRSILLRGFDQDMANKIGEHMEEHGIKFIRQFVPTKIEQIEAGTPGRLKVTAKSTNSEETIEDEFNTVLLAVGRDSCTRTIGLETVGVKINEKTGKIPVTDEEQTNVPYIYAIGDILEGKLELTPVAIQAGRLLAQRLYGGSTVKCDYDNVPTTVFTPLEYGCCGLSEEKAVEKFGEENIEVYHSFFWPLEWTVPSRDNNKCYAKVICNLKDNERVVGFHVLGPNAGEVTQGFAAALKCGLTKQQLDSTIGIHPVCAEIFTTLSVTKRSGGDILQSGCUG
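Rat TrxR1, dispensed at 90 nM, was prereduced with 400 uM NADPH (final) for 5 min at ~22 deg C, then incubated with compound 15 min before 400 uM selenite. A first-read NADPH fluorescence drop versus no-compound background flagged substrates.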
TrxR1 inh: rat TrxR1 inhibition; AID 588453; O89049; hit rate 1% among 390,000; Potency, µM (titrated, usually from 114 µM), for inactives: at the top dose activity change, negative = inhibition, most hits filed as inhibitors; recombinant rTrxR1, NADPH fluorescence consumption, selenite substrate; also: potency is read from the fitted curve at half-maximal effect; % is scaled to controls: 0 for no effect and ±100 for the full control effect; nearly all actives have a fitted effect of over 65% in size
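Rat TrxR1 (90 nM in the dispensed reagent) was pre-reduced with 400 uM NADPH for 5 min at room temperature, then incubated with compound for 15 min. After 400 uM selenite was added, NADPH fluorescence (Ex 340/Em 450 nm) was followed for 8 min.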
Vif-A3F inh: inhibitors of Vif-A3F interaction | HeLa A3F-eYFP + Vif (tagged APOBEC3F with the HIV-1 protein that degrades it), YFP fluorescence increase | Potency, µM (series often up to 46.1 µM), inactives show at the highest dose activity, negative = active | hit rate 0.2% among 390,000; also: potency is read from the fitted curve at half-maximal effect; % of control where 0% means no effect; nearly all actives have a fitted effect of over 65% in size
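HeLa cells stably expressing A3F-eYFP plus Vif, plated and incubated overnight at 37 deg C, then exposed to compounds overnight at 37 deg C. Blocked degradation read as raised yellow fluorescence (Ex 488/Em 500-530).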
IDH1 R132H inh: human IDH1 R132H inhibition; IDH1-R132H enzyme, NADPH consumption, diaphorase/resazurin fluorescence; Potency, µM (series often up to 76.6 µM), inactives show at the top dose activity change, negative = inhibition, hits mostly inhibitors; hit rate 0.093% among 390,000; AID 602179; also: potency is read from the fitted curve at half-maximal effect; % is scaled to controls: 0 for no effect and ±100 for the full control effect; nearly all actives have a fitted effect of over 65% in size
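IDH1-R132H (0.5 ug/mL dispensed) in pH 7.5 Tris buffer was preincubated 30 min with compound, then given a substrate mix of 0.016 mM NADPH and 2 mM alpha-KG for 80 min at room temperature; remaining NADPH was read by diaphorase/resazurin fluorescence.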
USP1 inh: blocks the human USP1/UAF1 deubiquitinase complex | Potency, µM (highest dose often 57.1 µM), for inactives: at the highest dose activity change, negative = inhibition, actives largely listed as inhibitors | recombinant USP1/UAF1, Ub-Rhodamine cleavage fluorescence | AID 743255 | hit rate 0.23% among 390,000 | O94782; also: potency is read from the fitted curve at half-maximal effect; % is scaled to controls: 0 for no effect and ±100 for the full control effect; nearly all actives have a fitted effect of over 60% in size; inactives centre near -12
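USP1/UAF1 complex at 1 nM was preincubated with compound for 15 min at room temperature, then Ub-Rho substrate (150nM final) was added. Fluorescence (480/540 nm) was read kinetically, 6 reads every 60 seconds.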
Vif-APOBEC3G blk: inhibitors of Vif-APOBEC3G interaction; Q9HC16; HeLa A3G-eYFP + Vif (tagged APOBEC3G with the HIV-1 protein that degrades it), YFP fluorescence, overnight; Potency, µM (highest dose often 46.1 µM), for the others: top-dose activity, negative = active, usual class: inhibitors; hit rate 0.076% among 410,000; AID 602310;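 also: potency is read from the fitted curve at half-maximal effect; % is scaled to controls: 0 for no effect and ±100 for the full control effect; nearly all actives have a fitted effect of over 60% in size; hits raise eYFP signal because A3G escapes Vif-driven loss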
Target sequence (Q9HC16 whole entry, looked up): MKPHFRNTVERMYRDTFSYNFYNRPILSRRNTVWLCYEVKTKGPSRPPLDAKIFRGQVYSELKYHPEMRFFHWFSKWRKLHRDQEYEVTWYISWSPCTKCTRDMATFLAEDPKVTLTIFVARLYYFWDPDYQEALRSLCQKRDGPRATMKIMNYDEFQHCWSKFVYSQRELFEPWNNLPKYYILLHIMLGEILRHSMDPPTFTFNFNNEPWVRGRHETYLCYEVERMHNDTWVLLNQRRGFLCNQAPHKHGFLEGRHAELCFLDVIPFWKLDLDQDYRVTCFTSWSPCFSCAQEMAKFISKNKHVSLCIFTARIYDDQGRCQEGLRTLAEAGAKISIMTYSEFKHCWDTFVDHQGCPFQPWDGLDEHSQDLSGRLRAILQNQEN
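Read-out is eYFP fluorescence (Ex 488/Em 500-530) from Vif-expressing HeLa A3G-eYFP cells; more signal means A3G escaped Vif-mediated degradation. Cells plated overnight, compound pinned in, incubated overnight at 37 deg C.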
GRP78 ERSR act: ER stress response induction in glioma | U87-MG GRP78 promoter luciferase reporter, 16 h | Potency, µM, for inactives: at the highest dose activation, actives largely listed as activators | hit rate 0.02% among 420,000; also: potency is read from the fitted curve at half-maximal effect; series mostly up to about 76 µM; % of control where 0% means no effect; nearly all actives have a fitted effect of over 35% in size
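ERSR induction read as luciferase luminescence (Bright-Glo, 10 min at room temperature) in stably transfected human U87-MG glioma cells exposed to compounds for 16 h, using GRP78 as sensor.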
LDHA inh: blocks human lactate dehydrogenase A; AID 1347041; activity change, % (values are at about 110 or 230 µM); hit rate 0.15% among 480,000; purified LDHA, NADH/diaphorase-resazurin fluorescence; hits give low values; P00338; in the data active = activity change below about -30%; inconclusive = mostly about -25% to -30%;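 also: plate controls were DMSO wells for no effect and wells without enzyme for full effect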
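Human LDH5 (2 nM) was incubated with 0.06 mM NADH and 0.2 mM pyruvate for 5 min at room temperature in Tris pH 7.4. Remaining NADH was coupled through diaphorase/resazurin, and resorufin fluorescence was read at 0 and 20 min.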
* = called active by the depositor; ? = inconclusive; [ ] = remark or other dose. Unless noted, calls follow the shape of the dose curve; as a rule, active = well fitted curve in the direction sought with a large enough effect; inconclusive = small, poorly fitted or top-dose-only effect, or another doubt; inactive = no such curve, though single readings can be large; an effect the other way counts as inactive or inconclusive.

SMILES | RGS4 inh | TrxR1 substrate | TrxR1 inh | Vif-A3F inh | IDH1 R132H inh | USP1 inh | Vif-APOBEC3G blk | GRP78 ERSR act | LDHA inh
Nc1ncnc2nc(SCCN3CCCCC3)[nH]c12 | 1% | 3%[57.1 µM] | 18% | -1% | 6% | -2% | 2% | -4% | -2
CCCN1C(=O)/C(=C/c2cc(C)n(C)c2C)SC1=Nc1ccc(OC)cc1 | ? | -8%[57.1 µM] | -51% | -10% | 5% | -26% | -14% | 0% | -1
COCCN(C(=O)COC(=O)CCCOc1ccc(OC)cc1)c1c(N)n(Cc2ccccc2)c(=O)[nH]c1=O | -14% | -8% | -9% | 1% | 1% | -14% | 4% | 1% | -5
CC(C)C[C@@H]1NC(=O)N(CCN2CCOCC2)C1=O | 18% | 10%[57.1 µM] | -6%[57.1 µM] | -11% | 9% | -11% | 0% | -5% | -12
CC(C)OCCCNC(=O)c1ccc(CN2CCc3ccccc3C2)cc1 | -21% | 9% | 24% | -2% | 1% | -18% | -2% | -2% | -4
Cc1c(O)ccc2cc(S(=O)(=O)c3ccccc3)c(=O)oc12 | -7% | 154%[activator][57.1 µM] | 39%[activator][57.1 µM] | -10% | -1% | -16% | -5% | 0% | 1
COc1ccc(-c2cc(C(=O)NCC3CCCO3)on2)cc1OC (stereo not given) | -2% | 2% | 4% | 5% | 5% | -12% | 4% | 0% | -3
O=C(Nc1ccc(S(=O)(=O)Nc2ncccn2)cc1)c1cccc(Cl)c1 | 15% | 6%[57.1 µM] | 25%[57.1 µM] | -2% | 0% | -30% | 0% | -4% | -5
CCC(=O)N1CCc2cc(S(=O)(=O)NC(C(=O)Nc3ccc(C(C)=O)cc3)C(C)C)ccc21 (stereo not given) | -2% | -2% | 12% | -5% | -14% | -1% | 1% | 12% | -1
COc1ccc(-n2ccnc2SCC(=O)NC2CCCC2)cc1 | -18% | 6% | 14% | 7% | 20% | -3% | -6% | -2% | -4
C=CCN=C1CC(C)(C)C(C(=O)OC)C(O)=C1C(=O)CCC (stereo not given) | 7% | -3% | 2% | 4% | -4% | -17% | -1% | -4% | -8
Cc1ccc(CCNC(=O)C2CCN(c3nn4c(=O)cc(C)nc4s3)CC2)cc1 | -43% | -1% | 6% | -12% | 0% | 0% | -1% | 1% | -4
CCN(CC)CCN(C(=O)C1=COCCO1)c1nc2cc(C)cc(C)c2s1 | -49% | -9% | -15% | -13% | 0% | -1% | -1% | -3% | -1
Cc1cc(C)c2c(c1)-c1c(ssc1=S)C(C)(C)N2C(=O)CN1C(=O)c2ccccc2C1=O | -24% | -6% | 9% | -23% | 0% | 1% | 0% | -3% | -1
CCN(C(=O)COC(=O)c1cc(S(=O)(=O)N2CCc3ccccc32)ccc1OC)C1CCS(=O)(=O)C1 (stereo not given) | -7% | 6%[57.1 µM] | 14%[57.1 µM] | 8% | -1% | -9% | 3% | -4% | -5
Cc1ccc(NC(=O)CCN2CCOCC2)cc1C | 14% | 0% | 24% | 2% | -9% | -22% | -2% | 2% | -2
Cc1ccc(C(=O)N/C(=C\c2ccco2)C(=O)NCC2CCCO2)cc1C (stereo not given) | 15% | -13% | -33% | -22% | 2% | -4% | 2% | -4% | -1
COC(=O)c1ccc(COC(=O)c2cccn2C)o1 | 12% | 11% | 27% | -8% | -5% | -19% | 0% | -3% | -3
CC(=O)N1CCc2cc(S(=O)(=O)NCCC(=O)Nc3cccc(C)c3C)ccc21 | 9% | 8% | 12% | 0% | 5% | -12% | 0% | -6% | -8
C/C=C/c1ccc(OCC(=O)N(C)CC(=O)Nc2ccc(F)cc2)c(OC)c1 | 0% | -7% | -7% | -5% | -2% | -10% | -6% | 0% | -8
COc1ccccc1CNCC(=O)Nc1ccc(C#N)cc1 | -7% | 1% | 8% | 17% | -3% | -20% | -10% | -8% | -22
CCCCNC(=O)CN(c1cc(C(F)(F)F)ccc1Cl)S(C)(=O)=O | -25% | -8% | 8%[57.1 µM] | -1% | 3% | -14% | 2% | -4% | 2
O=C(COC(=O)Cn1cnc2ccccc21)Nc1cccc([N+](=O)[O-])c1 | 31% | -7% | -10% | 5% | 0% | -13% | -3% | -1% | -13
N#CC(c1ccc(F)cc1)c1ccc(C(=O)c2ccccc2)cc1 (stereo not given) | -9% | -2% | 7% | -1% | 0% | -20% | -8% | 1% | -1

Quoted from the listing (five entries):
SMILES | RGS4 inh | TrxR1 substrate | TrxR1 inh | Vif-A3F inh | IDH1 R132H inh | USP1 inh | Vif-APOBEC3G blk | GRP78 ERSR act | LDHA inh
C/C=C/c1ccc(OCC(=O)N(C)CC(=O)Nc2ccc(F)cc2)c(OC)c1 | 0% | -7% | -7% | -5% | -2% | -10% | -6% | 0% | -8
COc1ccccc1CNCC(=O)Nc1ccc(C#N)cc1 | -7% | 1% | 8% | 17% | -3% | -20% | -10% | -8% | -22
CCCCNC(=O)CN(c1cc(C(F)(F)F)ccc1Cl)S(C)(=O)=O | -25% | -8% | 8%[57.1 µM] | -1% | 3% | -14% | 2% | -4% | 2
O=C(COC(=O)Cn1cnc2ccccc21)Nc1cccc([N+](=O)[O-])c1 | 31% | -7% | -10% | 5% | 0% | -13% | -3% | -1% | -13
N#CC(c1ccc(F)cc1)c1ccc(C(=O)c2ccccc2)cc1 (stereo not given) | -9% | -2% | 7% | -1% | 0% | -20% | -8% | 1% | -1

Other entries follow.
SMILES | RGS4 inh | TrxR1 substrate | TrxR1 inh | Vif-A3F inh | IDH1 R132H inh | USP1 inh | Vif-APOBEC3G blk | GRP78 ERSR act | LDHA inh
COc1ccc(/C=C/C(=O)NCCc2ccc(S(N)(=O)=O)cc2)cc1 | 15% | 1% | 8% | -16% | 2% | -21% | 1% | 4% | -5
O=C(NCC1CCCO1)C1CCCN(S(=O)(=O)c2cccc(C(F)(F)F)c2)C1 (stereo not given) | -11% | 2%[57.1 µM] | -19%[57.1 µM] | 11% | -3% | -14% | -1% | -4% | -4
O=C(CC(NC(=O)c1ccccc1Cl)c1ccccc1)Nc1ccc2c(c1)OCO2 (stereo not given) | 10% | 8%[57.1 µM] | -1% | 4% | 3% | -14% | -3% | 0% | -6
Cc1ccccc1C(=O)NC1CCN(C(=O)Nc2ccc(F)cc2)CC1 | 1% | -2% | 9% | 4% | -7% | 1% | -6% | -5% | -5
O=[N+]([O-])c1ccccc1-c1ccc(/C=N/n2cnnc2)o1 | 11% | -6% | -6% | 1% | 4% | -3% | 0% | -3% | 0
O=C(CNC(=O)C(c1ccccc1)c1ccccc1)OCC(=O)c1cccs1 | 5% | -8% | 3% | -13% | 6% | -7% | -3% | 2% | -1
Cc1cc(Cl)ccc1OCC(=O)N/N=C1\CC2C=CCC12 (stereo not given) | 16% | -16% | -8% | 3% | 1% | -3% | -1% | 0% | -10
CC(C)NC(=O)NC(=O)CN1C(=O)NC2(CCc3ccccc3C2)C1=O (stereo not given) | 3% | 3% | 14% | -1% | 0% | -4% | -2% | -2% | -3
CC(=O)c1ccc(NC(=O)C2CCCN2S(=O)(=O)c2cccc3cccnc23)cc1 (stereo not given) | -7% | 3% | 19% | 0% | -3% | ? | -4% | 0% | 3
COc1ccc(S(=O)(=O)N(CC(=O)Nc2cc(C)cc(C)c2)c2ccc(Cl)cc2)cc1 | -5% | 4% | 25% | 6% | 12% | -31% | 1% | -4% | 2
CN(C1CCCCC1)S(=O)(=O)c1ccc(S(=O)(=O)N2CCN(C(=O)c3ccccc3F)CC2)cc1 | 7% | 11%[57.1 µM] | 18%[57.1 µM] | -1% | 2% | -13% | 1% | -4% | -3
Cc1nn(-c2ccccc2)c(C)c1/C=N/n1c(-c2ccncc2)n[nH]c1=S | -42% | -8%[57.1 µM] | -10%[57.1 µM] | 5% | 6% | 4% | 0% | 0% | -14
CC1Cc2ccccc2N1CC(=O)NC(=O)NCc1ccccc1 (stereo not given) | -14% | -4% | 15% | 4% | 15% | -16% | -5% | -3% | -4
CC(=O)c1ccc(NC(=O)COC(=O)c2nc(Cl)ccc2Cl)cc1 | -8% | 5% | -1%[57.1 µM] | ? | 0% | -13% | -2% | -6% | -3
O=C(COC(=O)[C@@H]1CC(O)CN1S(=O)(=O)c1ccc([N+](=O)[O-])cc1)NC12CC3CC(CC(C3)C1)C2 (stereo not given in full) | 3% | 0% | 13% | 0% | 0% | -13% | 4% | -3% | -1
O=C(CCCC(=O)N(CC(=O)NC1CCCCC1)Cc1ccc2c(c1)OCO2)Nc1ccccn1 | 26% | 14%[57.1 µM] | 5%[57.1 µM] | -7% | -1% | -1% | -1% | -1% | -1

Reprinted at random: 2 compounds from above, in no set order.
SMILES | RGS4 inh | TrxR1 substrate | TrxR1 inh | Vif-A3F inh | IDH1 R132H inh | USP1 inh | Vif-APOBEC3G blk | GRP78 ERSR act | LDHA inh
CC1Cc2ccccc2N1CC(=O)NC(=O)NCc1ccccc1 (stereo not given) | -14% | -4% | 15% | 4% | 15% | -16% | -5% | -3% | -4
O=C(CCCC(=O)N(CC(=O)NC1CCCCC1)Cc1ccc2c(c1)OCO2)Nc1ccccn1 | 26% | 14%[57.1 µM] | 5%[57.1 µM] | -7% | -1% | -1% | -1% | -1% | -1

Not all compounds are listed; count on the stated rates, not on these rows.
